SV40 large T antigen = SV40 large T antigen inhibitors, biochemical (AID 1903); SV40 large T antigen ATPase/helicase inhibition assay; higher % means a stronger effect; one-dose inhibition, % at 20 µM; IC50 in µM for titrated hits; 0.39% of 310,000 active; in the data active means a potency from the dose series; inconclusive means inhibition mostly from about 32% at the one dose, without a potency; inactive means the rest, 99 in 100 with inhibition below about 32%; further: strong numbers were not always called active
HIV peptide binding = inhibitors of HIV fusion peptide binding, primary screen, biochemical, uHTS, fluorescence dequenching (AID 1986). cell-free peptide binding, fluorescence dequenching, 30 min; higher % means a stronger effect. one-dose inhibition, % at 20 µM; IC50 in µM for titrated hits. 0.3% of 290,000 active; in the data active means inhibition mostly above about 52%, no sharp cut-off; inactive means mostly below about 76%; further: some results filed as inactive read as strong as hits
AID2073 = inhibitors of Mint1-CaV2.2 protein interaction, biochemical, HTRF (AID 2073); Voltage-dependent N-type calcium channel subunit alpha-1B (Homo sapiens); HTRF protein-protein interaction, Mint1-CaV2.2; higher % means a stronger effect; inhibition, % at 20 µM, or IC50 in µM where a hit was titrated; 0.19% of 290,000 active; in the data active means inhibition mostly above about 51%, no sharp cut-off; inconclusive means no clear call, values can overlap the other calls; inactive means mostly below about 53%; further: some results filed as inactive read as strong as hits
SIAH1 antagonists = Siah-1 peptide-binding antagonists, primary screen, biochemical, fluorescence polarization, rhodamine-plectin, uHTS (AID 1817); 0.02% of 290,000 active; E3 ubiquitin-protein ligase SIAH1 (Homo sapiens); Siah-1 / rhodamine-plectin peptide fluorescence polarization; higher % means a stronger effect; displacement, % at 20 µM, or IC50 in µM where a hit was titrated;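 active means displacement of at least 50% at 20 µM, with a fluorescence ratio check between 0.3 and a set limit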;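 further: plate controls were Siah plus tracer with DMSO for no effect and tracer alone without Siah for full effect; strong numbers were not always called active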
LYP inhibition = inhibitors of LYP phosphatase, biochemical, fluorescence intensity, uHTS (AID 1779); Tyrosine-protein phosphatase non-receptor type 22 (Homo sapiens); recombinant LYP phosphatase, fluorescence intensity; higher % means a stronger effect; inhibition, % at 11.5 µM, or IC50 in µM where a hit was titrated; 0.054% of 290,000 active; in the data active means inhibition above about 50%;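 further: plate controls were vehicle with enzyme for no effect and no enzyme for full effect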
RSV antiviral HEp-2 = RSV antiviral activity via CPE protection, HEp-2 cells, primary 10 µM value included (AID 2391) | HEp-2 cells, RSV-induced CPE inhibition; higher % means a stronger effect | one-dose CPE inhibition, % at 10 µM; IC50 in µM for titrated hits | 0.13% of 310,000 active; in the data active means a potency from the dose series; inconclusive means CPE inhibition mostly from about 23% at the one dose, without a potency; inactive means the rest, 99 in 100 with CPE inhibition below about 21%; further: strong numbers were not always called active
XIAP displacement = XIAP antagonists, biochemical, IAP family, fluorescence polarization (AID 1018). 0.007% of 200,000 active. E3 ubiquitin-protein ligase XIAP (Homo sapiens). XIAP BIR domain, fluorescence polarization peptide displacement; higher % means a stronger effect. displacement, % at 20 µM, or IC50 in µM where a hit was titrated; in the data active means displacement above about 50%; further: a part of the inactive calls stands beside numbers as strong as those of hits
Dengue-2 NS5 capping = Dengue-2 NS5 methyltransferase inhibitors, primary screen, biochemical, confirmation dose response (AID 588689); 0.3% of 340,000 active; one-dose inhibition, % at 25 µM; IC50 in µM for titrated hits; Genome polyprotein (Dengue virus type 2 (strain 16681-PDK53)); Dengue-2 NS5 methyltransferase capping enzyme assay, biochemical; higher % means a stronger effect; in the data active means a potency from the dose series; inconclusive means inhibition above about 29% without an active follow-up result
Rac1 GTP hydrolysis = MgcRacGAP GTPase-activating activity inhibitors, confirmation, biochemical, ADP Hunter fluorescence; 0.6% of 340,000 active; inhibition, % at 30 µM; hits with a dose series show IC50 in µM; Rac GTPase-activating protein 1 (Homo sapiens); MgcRacGAP-stimulated Rac1 GTP hydrolysis, ADP Hunter fluorescence; higher % means a stronger effect; GST-tagged Rac1 F28L mutant substrate;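 active means first-screen hits whose inhibition reached a set limit at any dose in the follow-up dose series; inconclusive means inhibition above the set first-screen limit but never retested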;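 further: fluorescence reports GDP produced by GAP-driven GTP hydrolysis; strong numbers were not always called active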
* = called active by the depositor; ? = inconclusive; . = not tested or not shown.

Results follow in this order: RSV antiviral HEp-2	Dengue-2 NS5 capping	SIAH1 antagonists	XIAP displacement	HIV peptide binding	AID2073	SV40 large T antigen	Rac1 GTP hydrolysis	LYP inhibition
- O=C(CSc1nnc(NCc2ccccc2)s1)NC1CCS(=O)(=O)C1 (stereo not drawn)
 : 0.0%	-2%	3%	.	-1.0%	5%	7%	-2%	-6%
- CCOC(=O)CSc1cc(C)nc(N)n1
 : 0.0%	2%	7%	-5.3%	-1.2%	2%	2%	8%	-4%
- CCOC(=O)c1c(NC(=O)c2cccs2)sc2c1CCN(C(=O)OCC)C2
 : 6.7%	-9%	0%	-6.6%	2.3%	17%	16%	14%	3%
- CCn1c(CNC(=O)c2ccccc2)nnc1SCC(=O)N1CCN(c2ccccc2)CC1
 : 2.1%	9%	-2%	-6.4%	-2.0%	1%	8%	8%	0%
- COc1ccc(C2/C=C\CN(C(=O)Nc3ccccc3)CC(=O)N2Cc2ccc(F)cc2)cc1 (stereo not drawn)
 : -0.7%	-4%	4%	.	0.5%	3%	12%	11%	-5%
- CCOc1ccc(-c2nc(CSc3nnc(N)s3)cs2)cc1
 : 1.2%	-2%	-1%	-4.3%	-1.9%	-17%	-3%	9%	-4%
- COC(=O)c1ccc([C@H](NC(=O)c2ccco2)[C@]2(C)C[C@H]2C2CCCCC2)cc1
 : 4.0%	-7%	.	.	.	.	11%	8%	.
- Cc1cc2oc(C(=O)N(Cc3ccccc3)C3CCS(=O)(=O)C3)cc(=O)c2cc1Cl (stereo not drawn)
 : 0.1%	-3%	2%	-1.5%	1.3%	-4%	7%	-10%	-4%
- O=C(CSc1nnc(NC(=O)c2c(F)cccc2F)s1)NCC1CCCO1 (stereo not drawn)
 : 1.6%	2%	.	.	.	.	5%	4%	.
- Cc1cccc(NS(=O)(=O)c2ccc(C(=O)NCC(c3ccccc3)N(C)C)cc2)c1C (stereo not drawn)
 : 4.2%	-2%	-1%	.	-0.8%	-2%	27%	6%	-10%
- COc1ccc(NC(=O)Cn2c(=O)n(CC(=O)NCc3ccco3)c(=O)c3ccccc32)cc1OC
 : 0.2%	-2%	-2%	-1.4%	-0.9%	-2%	17%	7%	-1%
- COc1ccc(N2CCN(C(=N)/C(C(C)=O)=C(\C)O)CC2)cc1
 : 1.0%	-1%	0%	-7.1%	-1.3%	-4%	18%	7%	-2%
- Cc1ccc(S(=O)(=O)n2c(=O)oc3ccccc32)cc1
 : 0.6%	-3%	16%	-2.7%	-4.5%	-6%	4%	-5%	-4%
- O=c1c2cnn(-c3ccccc3)c2ncn1Cc1ccco1
 : 3.3%	-2%	0%	-2.2%	25%	12%	2%	7%	-9%
- CCCOc1ccc(CNC(=S)N/N=C/c2ccc([N+](=O)[O-])cc2)cc1
 : 0.7%	-3%	0%	-3.7%	-1.5%	-14%	3%	2%	5%
- Cc1nc(SCc2ccc(C#N)cc2)n[nH]1
 : 0.8%	.	-1%	.	-0.6%	-3%	-10%	18%	-10%
- CCOc1cc(C=O)ccc1OCCSc1ccc(Cl)cc1
 : 21%	1%	-2%	-9.3%	4.4%	14%	1%	-4%	-8%
- CC1Sc2ccc(S(=O)(=O)CCC(=O)N3CCN(c4ccccc4)CC3)cc2NC1=O (stereo not drawn)
 : 21%	4%	-1%	.	-1.4%	7%	-6%	12%	-11%
- O=C(Nc1nccs1)C1CC2CCC1C2 (stereo not drawn)
 : 7.8%	-1%	-7%	-4.6%	0.4%	1%	23%	-7%	-8%
- COc1ccc(/C=C(/C#N)C(=O)Nc2ccccc2C)cc1C(=O)O
 : 1.7%	0%	2%	-0.6%	-0.3%	2%	9%	6%	0%
- CCOC(=O)N1CCC(NC(=O)c2cc(C(=O)NC3CCN(Cc4ccccc4)CC3)ccc2CO)CC1
 : -0.5%	.	1%	-4.9%	0.0%	-6%	28%	4%	1%
- C/C(=N/NS(=O)(=O)c1ccc(Cl)cc1)c1cccc(NC(=O)c2ccc(Cl)cc2Cl)c1
 : ?	-4%	-7%	-4.6%	10%	-2%	19%	4%	-9%
- COCC(=O)Nc1cc(C)cn(Cc2cccc(C(F)(F)F)c2)c1=O
 : 0.5%	2%	11%	.	-1.2%	1%	1%	4%	-6%
- c1ccc(NC2=Nc3cccc4cccc2c34)cc1
 : 3.5%	-4%	4%	-3.7%	6.0%	-4%	17%	9%	-3%
- Cc1ccc(C)c(S(=O)(=O)N2CCN(C(=O)Cn3c(C(F)(F)F)nc4ccccc43)CC2)c1
 : -1.0%	-1%	1%	-4.1%	0.4%	1%	24%	14%	0%
- C=CCN(CC=C)C(=O)C1CCN(S(=O)(=O)c2ccc(N3CCCC3=O)cc2)CC1
 : 3.0%	-7%	4%	.	1.9%	6%	4%	8%	-10%
- COc1cccc(NC(=O)N2CCCC2)c1
 : 1.1%	.	-2%	-6.8%	-2.3%	6%	7%	-2%	-3%
- Cc1ccc(Cn2c(Cc3ccccc3)nc3ccccc32)cc1
 : 1.7%	-5%	1%	-2.9%	-2.7%	0%	0%	5%	-8%
- Cc1c(-c2ccccc2)n[nH]c1C(=O)NN
 : 1.6%	3%	8%	0.9%	-1.6%	-2%	21%	11%	-5%
- CCOCCc1nnc(N)s1
 : 0.3%	-1%	4%	-23%	-1.4%	-7%	19%	6%	-6%
- CC(C)CCNC(=O)c1ccc2nc[nH]c2c1
 : -0.5%	-1%	-2%	-8.0%	0.8%	7%	2%	-6%	-8%
- COc1ccc(C(c2c(C)[nH]n(C(N)=S)c2=O)C(C#N)C#N)cc1 (stereo not drawn)
 : 2.8%	28%	12%	-1.7%	4.2%	3%	25%	8%	-5%
- C/C(=N\NC(=O)c1cc(-c2cccc([N+](=O)[O-])c2)n[nH]1)c1ccccc1O
 : -1.5%	-4%	8%	-0.1%	-5.0%	19%	-1%	2%	-2%
- CCOc1ccc(/C=C/C(=O)Nc2ccc3[nH]c(=O)[nH]c3c2)cc1
 : 2.0%	-4%	0%	-7.1%	2.4%	16%	14%	3%	0%
- COC(=O)C1=C(C)N(CCCC(=O)O)C(=O)NC1c1cc2c(cc1[N+](=O)[O-])OCO2 (stereo not drawn)
 : 1.3%	13%	24%	-5.1%	42%	21%	12%	8%	-9%
- COc1cc2c(C(=O)NCc3ccccn3)cn(C)c(=O)c2cc1OC
 : 1.2%	9%	3%	3.5%	2.1%	-8%	-1%	7%	0%
- O=C(NCC(c1ccco1)N1CCc2ccccc21)c1c(F)cccc1F (stereo not drawn)
 : 1.1%	1%	.	.	.	.	22%	13%	.
- COc1ccc(-c2nc(CCNS(=O)(=O)c3ccc4c(c3)OCCO4)cs2)cc1
 : 1.9%	-5%	1%	-15%	-1.9%	-1%	6%	1%	3%
- Cc1cc(C(=O)Nn2cnnc2)ccc1[N+](=O)[O-]
 : 0.2%	-8%	-5%	.	-0.3%	17%	3%	12%	-11%
- COC(=O)c1ccccc1NC(=O)c1ccccc1N(C)S(C)(=O)=O
 : 2.5%	-5%	2%	2.2%	-1.4%	3%	10%	7%	-2%
- Cc1cc(/C=N/NC(=O)C(=O)N2CCCC2)c(C)n1-c1cccc(Br)c1
 : 3.1%	2%	3%	-7.0%	2.1%	-5%	28%	7%	-4%
- Cc1ccc(NC(=O)COC(=O)c2cc(-c3cccs3)nn2-c2ccccc2)cc1[N+](=O)[O-]
 : 1.4%	-3%	-8%	-5.8%	-5.5%	1%	6%	11%	75%*
- O=C(CN1CCN(c2cccc(C(F)(F)F)c2)CC1)NCc1ccccc1
 : 4.6%	4%	8%	.	2.2%	-1%	21%	7%	-8%
- O=C(CN(c1cccc(Cl)c1)S(=O)(=O)c1ccccc1)NN=C1CCCC1
 : 1.1%	-3%	9%	-6.3%	-2.2%	2%	6%	4%	-2%
- Cc1csc(SCC(=O)Nc2cccc(S(=O)(=O)N3CCOCC3)c2)n1
 : 0.3%	-5%	-1%	-5.8%	1.2%	3%	2%	7%	-5%

LYP inhibition, what is marked active above
Results follow in this order: RSV antiviral HEp-2	Dengue-2 NS5 capping	SIAH1 antagonists	XIAP displacement	HIV peptide binding	AID2073	SV40 large T antigen	Rac1 GTP hydrolysis	LYP inhibition
- Cc1ccc(NC(=O)COC(=O)c2cc(-c3cccs3)nn2-c2ccccc2)cc1[N+](=O)[O-]
 : 1.4%	-3%	-8%	-5.8%	-5.5%	1%	6%	11%	75%*

(next part)
Results follow in this order: RSV antiviral HEp-2	Dengue-2 NS5 capping	SIAH1 antagonists	XIAP displacement	HIV peptide binding	AID2073	SV40 large T antigen	Rac1 GTP hydrolysis	LYP inhibition
- CNc1nc(CCN2C(=O)c3ccccc3C2=O)cs1
 : 4.1%	-7%	-7%	-0.4%	-1.7%	-6%	1%	8%	-9%
- CCc1ccc(NC(=O)CCCNC(=O)Cn2cnc3sc(C)c(C)c3c2=O)cc1
 : -2.0%	-3%	6%	.	0.3%	9%	4%	10%	-8%
- CC(C)(C)SCCNC(=O)CSCc1ccc([N+](=O)[O-])cc1
 : 0.8%	2%	-2%	-3.7%	-2.4%	-6%	2%	1%	-6%
- COCCNC(=S)N1CCN(C)CC1
 : -0.3%	-13%	-4%	.	-0.9%	7%	25%	?	2%
- C=CCOc1ccc(/C(O)=C2/C(=O)C(=O)N(CCCn3ccnc3)C2c2ccco2)cc1 (stereo not drawn)
 : -1.0%	-1%	5%	-6.2%	3.0%	8%	22%	14%	-2%
- Cc1cc([N+](=O)[O-])ccc1NCc1cccc([N+](=O)[O-])c1
 : -0.9%	0%	-3%	-6.5%	-4.2%	-4%	-3%	3%	1%
- CCC1=Nc2cc(C(=O)NCCN3CCOCC3)ccc2Sc2ccc(Br)cc21
 : -2.8%	8%	-5%	.	-1.7%	10%	8%	14%	-11%
- CCOc1ccc(S(=O)(=O)NCCC(=O)N(C)CC(=O)Nc2ccc(OC)cc2)cc1
 : 2.5%	-1%	2%	.	2.7%	0%	12%	6%	-12%
- COc1ccc(C(C)=O)c(Oc2cc(NN3CCCCC3)c([N+](=O)[O-])cc2[N+](=O)[O-])c1
 : -1.3%	0%	0%	.	-1.0%	1%	9%	7%	-1%
- Cc1ccc(S(=O)(=O)/N=C(/Nc2cccc3ccccc23)c2ccc(F)cc2)cc1
 : 2.0%	-11%	4%	.	1.8%	2%	9%	10%	4%
- CCOC(=O)C1=C(C)Nc2nc(C)nn2C1c1cc(OC)ccc1OC (stereo not drawn)
 : 0.4%	-4%	-3%	0.3%	2.1%	1%	6%	0%	1%
- CCn1c(NC(=O)c2ccccc2)c(-c2cccs2)c(=O)c2ccccc21
 : 0.0%	0%	2%	-4.1%	3.5%	8%	6%	-4%	7%
- Cc1ccc(S(N)(=O)=O)c(C)c1-n1cnnn1
 : 0.1%	-1%	16%	-4.6%	-0.3%	-13%	22%	10%	-7%

Individual results from the entries so far.
C=CCOc1ccc(/C(O)=C2/C(=O)C(=O)N(CCCn3ccnc3)C2c2ccco2)cc1 (stereo not drawn) | XIAP displacement: -6.2%
Cc1cc([N+](=O)[O-])ccc1NCc1cccc([N+](=O)[O-])c1 | RSV antiviral HEp-2: -0.9%

From PubChem BioAssay
